APP 5'UTR act – APP 5'UTR luciferase reporter activation; SH-SY5Y APP 5'UTR luciferase reporter, luminescence; zero percent = DMSO vehicle wells; activation, % at 2 µM; hit rate 1% among 190,000;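 active means activation above a set limit, based on mean plus 3 SD of controls, cut at about 140% in these data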; further: values of inactives mirror those of a sister screen read the other way
TNAP inh hi DEA – blocks human TNAP under high phosphate acceptor concentration; P05186; purified TNAP, CDP-star luminescence, 1 M DEA; inhibition, % at 20 µM; hit rate 0.03% among 200,000; AID 1135;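 active means over 50% inhibition of tissue-nonspecific alkaline phosphatase at 20 µM in the single-dose screen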;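 further: plate controls were DMSO wells for no effect and EDTA-quenched wells as full inhibition for full effect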
Target sequence (P05186 whole entry, looked up): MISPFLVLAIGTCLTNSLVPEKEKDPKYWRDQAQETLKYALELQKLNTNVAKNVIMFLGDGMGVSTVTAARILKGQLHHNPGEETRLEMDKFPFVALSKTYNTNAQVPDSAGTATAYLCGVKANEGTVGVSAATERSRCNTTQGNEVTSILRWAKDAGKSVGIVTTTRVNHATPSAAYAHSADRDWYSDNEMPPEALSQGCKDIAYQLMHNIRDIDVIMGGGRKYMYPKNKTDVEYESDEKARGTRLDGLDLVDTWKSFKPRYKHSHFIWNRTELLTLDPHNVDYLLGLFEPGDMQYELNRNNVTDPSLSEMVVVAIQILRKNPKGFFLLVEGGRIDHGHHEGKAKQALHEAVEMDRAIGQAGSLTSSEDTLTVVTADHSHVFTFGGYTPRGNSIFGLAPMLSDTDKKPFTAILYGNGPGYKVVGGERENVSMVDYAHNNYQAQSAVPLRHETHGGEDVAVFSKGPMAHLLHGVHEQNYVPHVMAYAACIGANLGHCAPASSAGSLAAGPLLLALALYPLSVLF
PMI act – activators of human phosphomannose isomerase; P34949; purified human PMI, coupled resazurin fluorescence, 20 min; hits give high values; 1 = vehicle control, 0 substrate-free wells; activation factor at 20 µM; hit rate 0.005% among 190,000; AID 1214;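 active means activation factor of 2 or more at 20 µM, relative to plate controls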
FLuc inhib CS – inhibits firefly luciferase, flagging false hits in luciferase inhibition screens. P08659. ATPLite firefly luciferase biochemical luminescence, 10 min. inhibition, % at 10 µM. hit rate 1.5% among 200,000. AID 1006;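 active means inhibition above about 50% when tested at 10 µM, limit read from the data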
Target sequence (P08659 whole entry, looked up): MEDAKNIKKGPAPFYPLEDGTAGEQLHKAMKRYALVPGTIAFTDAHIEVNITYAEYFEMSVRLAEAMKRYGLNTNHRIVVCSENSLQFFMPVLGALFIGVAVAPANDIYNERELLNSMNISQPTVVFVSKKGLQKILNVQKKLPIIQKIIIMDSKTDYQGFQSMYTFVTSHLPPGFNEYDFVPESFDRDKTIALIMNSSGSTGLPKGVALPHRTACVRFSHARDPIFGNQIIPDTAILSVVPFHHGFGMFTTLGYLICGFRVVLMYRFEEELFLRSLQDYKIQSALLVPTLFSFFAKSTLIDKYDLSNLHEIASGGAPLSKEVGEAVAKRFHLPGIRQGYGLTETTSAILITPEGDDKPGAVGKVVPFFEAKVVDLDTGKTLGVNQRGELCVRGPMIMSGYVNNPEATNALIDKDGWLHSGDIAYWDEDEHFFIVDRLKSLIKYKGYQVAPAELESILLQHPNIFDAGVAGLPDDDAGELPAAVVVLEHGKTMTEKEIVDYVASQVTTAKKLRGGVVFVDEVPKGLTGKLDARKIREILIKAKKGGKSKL
bIAP activator – increases bovine intestinal alkaline phosphatase activity; hit rate 0.17% among 200,000; purified bovine IAP, CDP-star luminescence, 30 min; hits give high values; fold of DMSO-control signal, blank-subtracted; activation factor at 20 µM; AID 1016;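 active means activation factor of 2 or more at 20 µM, a signal rise over negative controls twice the positive control's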
FLuc stim CS – affects firefly luciferase, flagging false hits in luciferase stimulation screens | ATPlite luciferase biochemical, luminescence, 10 min; 0 = ATP-free wells, 1 = DMSO control | 200,000 tested, under 10 active | AID 1027 | P08659 | activation factor at 10 µM;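 active means luciferase activation factor, scaled between plate controls, of at least 2 with compound at 10 µM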
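System: Luciferase/luciferin detection reagent, cell-free biochemical luciferase assay | Medium: PBS buffer for ATP | Dosing: Test compounds dosed from 2 mM stocks in 100% DMSO | Timing: 10 min at ambient temperature | Signal: Luminescence measurement of luciferase light output | Evaluation: Luciferase activation, seen as luminescence increase over controls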
TNAP act hiacc – TNAP (human) activation, high acceptor | P05186 | purified TNAP, CDP-star luminescence, 1 M DEA, 30 min; hits give high values; 0 = EDTA background, 1 = DMSO-only activity | activation factor at 20 µM | 200,000 tested, under 10 active;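 active means activation factor at least 2 at 20 µM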
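Test system – human TNAP · Doses – 20 µM single point · Incubation – 30 min, room temperature · Signal – luminescent substrate turnover signal · Read-out basis – activation factor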
PMI act hi M6P – increases human PMI activity with near-saturating mannose 6-phosphate. P34949. coupled PMI enzyme assay, resazurin fluorescence, 20 min; hits give high values; 1 = untreated enzyme, 0 = substrate-free blank. activation factor at 20 µM. hit rate 0.34% among 190,000. AID 1216;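 active means activation factor of 2 or more at 20 µM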
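Test system: human PMI in coupled enzyme assay; Input: PMI at 15 ng/mL final; Medium: HEPES buffer, pH 7.4; Schedule: 20 min incubation at room temperature; Technique: resorufin fluorescence at Ex 544/Em 590 nm; Compound: 20 µM single dose; Probe or stimulus: Near-saturating mannose-6-phosphate, 1.0 mM.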
TNAP inh no acc – TNAP (human) inhibition, acceptor-free conditions | P05186 | purified TNAP, CDP-star luminescence, 30 min | inhibition, % at 20 µM | hit rate 0.26% among 200,000;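 active means tissue-nonspecific alkaline phosphatase inhibition above about 50% at 20 µM in the single-dose screen, limit read from the data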;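 further: 0% = DMSO negative control and 100% = EDTA positive control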
NF-kB expr up – raises NF-kB expression in human neuronal cells. NF-kB reporter expression; hits give high values. fold change at 12.5 µM. hit rate 1.6% among 190,000. AID 1239; in the data active means fold change above about 3.3
* = called active by the depositor.

SMILES | APP 5'UTR act | TNAP inh hi DEA | PMI act | FLuc inhib CS | bIAP activator | FLuc stim CS | TNAP act hiacc | PMI act hi M6P | TNAP inh no acc | NF-kB expr up
O=C(COC(=O)C1CCCCC1)Nc1ccc([N+](=O)[O-])cc1 | 5.9 | -3.5 | 1 | 2.8 | 0.9 | 1 | 1 | 1 | -8.3 | 6.28*
CCc1ccccc1Nc1nc(N)nc(CSc2nnnn2C)n1 | -3.8 | -8.1 | 1 | -5.6 | 1 | 1.1 | 1.1 | 1 | -14.7 | 1.46
CCOC(=O)C1(c2ccccc2)NC(c2ccccc2C)C2C(=O)N(c3ccc4c(c3)OCO4)C(=O)C21 (stereo not drawn) | 16.5 | 2.2 | 0.9 | -2.6 | 1 | 1 | 1 | 0.9 | -5.3 | 1.3
CCOc1ccc2c(c1)nc(SCC(=O)c1cccs1)n2C | 6.5 | -4.3 | 1.2 | -7.4 | 1 | 1.1 | 1 | 1.2 | 2.2 | 2.29
O=Cc1ccc(OCC(=O)Nc2ccccc2-c2ccccc2)cc1 | 13.2 | -4.7 | 0.9 | -3.6 | 1.1 | 1 | 1 | 0.9 | -2.2 | 0.81
COc1cccc2cccc(/C=N/n3cnnc3)c12 | 19.0 | -6.9 | 1 | -5.5 | 1 | 1.1 | 1.1 | 0.9 | -13.7 | 0.94
COc1ccc(-n2c(SCC#N)nc3ccccc3c2=O)cc1 | -6.0 | -7.3 | 1 | -10.4 | 0.9 | 1.1 | 1.1 | 1 | -9.3 | 0.97
O=C(NNC(=S)NC1CCCCC1)c1ccc(Cl)s1 | 37.8 | -5.0 | 1.1 | 7.3 | 0.9 | 0.9 | 1.1 | 1.2 | -158.0 | 1.51
O=C(CN1CCN(c2ccccc2)CC1)Nc1ccccc1Sc1ccccc1 | -11.4 | -1.9 | 0.9 | -3.5 | 0.6 | 1 | 1 | 1.1 | 5.5 | 0.45
O=C(Cn1cnc(Cl)c1Cl)c1ccccc1 | 4.7 | -7.2 | 1 | -4.1 | 1 | 1 | 1.1 | 0.9 | -14.7 | 1.16
O=C(Cn1nnc(-c2ccccc2)n1)NCc1cccs1 | -2.0 | -4.8 | 0.9 | -0.5 | 0.9 | 1 | 1 | 0.9 | -14.8 | 1.12
O=C(CCC1CCCCC1)Nc1ccc(S(=O)(=O)Nc2nccs2)cc1 | -1.9 | -3.5 | 0.8 | -0.4 | 0.9 | 1 | 1 | 0.9 | -6.0 | 0.99
Cc1nnc(SCC(=O)Nc2ncc3c(n2)CC(C)(C)CC3=O)s1 | 14.0 | -5.6 | 0.8 | 0.1 | 0.8 | 1 | 1.1 | 0.9 | -8.5 | 1.08
CCOP(=O)(OCC)C(NC(=O)Nc1ccc(Cl)c(Cl)c1)c1ccccc1 (stereo not drawn) | 15.2 | -7.9 | 0.8 | -6.1 | 0.9 | 1.1 | 1.1 | 0.8 | -14.7 | 1.44
COc1ccc(-c2nnn(CC(=O)Nc3sc4c(c3C#N)CCCC4)n2)cc1 | -0.5 | -0.9 | 1 | -8.0 | 0.9 | 1.1 | 1 | 1 | -14.9 | 1.14
O=C(Nc1ccccn1)c1ccc([N+](=O)[O-])o1 | -27.2 | -2.0 | 0.9 | -5.8 | 1 | 1.1 | 1 | 0.9 | -13.9 | 4.31*
O=C(CSc1nc(-c2ccc(F)cc2)cs1)NCCN1C(=O)CSC1=O | -3.6 | 2.8 | 0.9 | 3.1 | 1 | 1 | 1 | 0.9 | -9.7 | 1.35
C=CCn1c(=S)[nH]c2scc(-c3cccs3)c2c1=O | -19.1 | -3.8 | 1.1 | 0.7 | 0.9 | 1 | 1 | 1 | -5.1 | 0.95
O=C(NCCCCCCCCCNC(=O)C(F)(F)F)C(F)(F)F | 6.3 | 4.1 | 1 | 1.6 | 1 | 1 | 1 | 1.1 | -3.2 | 1.19
COCC(=O)NC(C)c1nc2ccccc2[nH]1 (stereo not drawn) | -3.7 | -2.3 | 1.1 | -3.7 | 0.9 | 1 | 1 | 1.1 | -2.5 | 0.72
O=C(CSc1ncn[nH]1)Nc1ccccc1-c1ccccc1 | -7.6 | -1.5 | 1 | -0.9 | 1 | 1 | 1 | 1.1 | -12.2 | 1.16
Cc1cccc(CS(=O)(=O)Cc2ccc(C(=O)NCCCN3CCOCC3)o2)c1 | 3.8 | -5.8 | 0.9 | -1.1 | 1 | 1 | 1.1 | 0.9 | -8.7 | 1.16
COc1ccc(N2CCN(C3=CC(=O)N(c4cccc(Cl)c4)C3=O)CC2)cc1 | 3.0 | -0.3 | 1 | -2.8 | 1.1 | 1 | 1 | 0.9 | -5.2 | 1.31
COc1ccc(CN2CCN(c3ccccn3)CC2)cc1OCc1ccccc1 | 0.4 | -4.0 | 0.8 | -6.0 | 1 | 1.1 | 1 | 0.9 | -8.8 | 0.94
CCOC(=O)N1CCC(Nc2c(-c3ccc(C)c(C)c3)c(=O)c2=O)CC1 | 3.6 | -3.6 | 0.9 | -8.5 | 1 | 1.1 | 1 | 0.9 | 0.9 | 1.22
CCCC(C(=O)NC1CCCCC1)N(Cc1ccco1)C(=O)CNS(=O)(=O)c1ccccc1 (stereo not drawn) | -14.5 | -6.1 | 1 | -3.8 | 0.8 | 1 | 1.1 | 1 | -10.0 | 0.78
Cc1nn(CCC(=O)NNC(=S)Nc2ccccc2)c(C)c1Br | 9.5 | -5.0 | 1 | -2.7 | 0.9 | 1 | 1.1 | 0.9 | -165.0 | 1.08
Cc1ccc(/C=N/NC(=O)CSc2nc3ccccc3o2)cc1 | 20.2 | -5.2 | 1 | -3.0 | 1 | 1 | 1.1 | 0.9 | -7.7 | 2.28
O=C(Nn1c(C2CCCCC2)nc2ccccc2c1=O)c1ccc([N+](=O)[O-])cc1Cl | 7.0 | 2.8 | 1 | -2.7 | 1 | 1 | 1 | 1 | -1.6 | 1.14
O=C(CSc1ccc(Cl)cc1)Nc1cc(-c2nc3ncccc3o2)ccc1Cl | -14.2 | -0.8 | 0.9 | -8.5 | 0.9 | 1.1 | 1 | 1 | -18.8 | 1.09
N#C/C(=C\c1cccs1)C(=O)NCc1ccco1 | -0.9 | -4.6 | 0.9 | -11.6 | 0.8 | 1.1 | 1 | 0.9 | -5.1 | 1.44
CCOC(=O)C1=C(O)/C(=C/c2ccc(OCC(=O)O)c(OC)c2)SC1=Nc1ccc(OCC)cc1 | -19.0 | -0.1 | 1 | -4.1 | 0.9 | 1 | 1 | 1 | -5.4 | 1.22
COCCNC(=O)/C(C#N)=C/c1cccc(NC(=O)c2ccccc2Cl)c1 | 18.7 | -0.4 | 0.9 | -2.7 | 0.9 | 1 | 1 | 1 | -17.0 | 1.13
CCOC(=O)N1CCC(NC(=O)CCc2nc(-c3ccc(C)cc3)no2)CC1 | 5.6 | -5.1 | 1 | 4.1 | 1 | 1 | 1.1 | 0.8 | -4.5 | 1.1
CCC1Oc2ccc(C)cc2N(CC(=O)NCC2COc3ccccc3O2)C1=O (stereo not drawn) | 2.4 | -5.3 | 1 | -4.8 | 1.2 | 1 | 1.1 | 1 | -13.7 | 1.3
C(=C\c1ccccc1)/CSc1ccccn1 | 54.2 | -0.6 | 1 | 19.2 | 0.9 | 0.8 | 1 | 1 | -6.4 | 2.17
N#Cc1ccccc1CSc1nc2ccc(NC(=O)c3ccccc3C(=O)O)cc2s1 | 1.2 | 1.4 | 1 | 2.7 | 0.9 | 1 | 1 | 0.7 | 0.1 | 1.49
C/C(=N\Nc1nc2ccccc2[nH]1)c1ccc2c(c1)OCO2 | 36.2 | -3.4 | 0.9 | 32.3 | 1.6 | 0.7 | 1 | 1 | -171.5 | 1.25
CC(=O)Cc1nsc(Nc2ccc3c(c2)OCCO3)n1 | 92.1 | -4.3 | 0.8 | 9.7 | 1 | 0.9 | 1 | 0.8 | -9.5 | 2.14
CCOc1ccc(NC(=O)CSc2nc3ccccc3c(=O)n2Cc2cccs2)cc1 | 20.4 | -4.4 | 1 | -5.2 | 0.4 | 1.1 | 1 | 1.1 | -21.3 | 1.54
O=C(CN1C(=O)C2C3C=CC(C4CC34)C2C1=O)Nc1cccc2ncccc12 (stereo not drawn) | 1.2 | -6.7 | 1 | -8.3 | 1 | 1.1 | 1.1 | 1.1 | -4.5 | 1.03
O=C(/C=C/c1ccco1)NC(=S)Nc1ccccc1N1CCOCC1 | 1.4 | -5.8 | 1.1 | -8.7 | 0.9 | 1.1 | 1.1 | 1.1 | -12.4 | 0.95
Cc1ccc2nc(NC(=O)CSCC(=O)OCC(=O)c3ccc(Br)cc3)sc2c1 | -5.7 | -5.1 | 1.1 | 2.0 | 1 | 1 | 1.1 | 1.1 | -13.1 | 0.76
CCN(Cc1ccncc1)Cc1cn[nH]c1-c1ccc(OC)cc1F | -8.2 | -5.5 | 0.9 | -0.1 | 1.3 | 1 | 1.1 | 0.7 | 54.7* | 0.92
CN(C)c1nc(N)nc(-c2nc3ccccc3s2)n1 | 25.3 | -1.2 | 1 | 32.5 | 0.8 | 0.7 | 1 | 0.9 | -16.9 | 2.85

Fetched by compound from above:
SMILES | APP 5'UTR act | TNAP inh hi DEA | PMI act | FLuc inhib CS | bIAP activator | FLuc stim CS | TNAP act hiacc | PMI act hi M6P | TNAP inh no acc | NF-kB expr up
CCOP(=O)(OCC)C(NC(=O)Nc1ccc(Cl)c(Cl)c1)c1ccccc1 (stereo not drawn) | 15.2 | -7.9 | 0.8 | -6.1 | 0.9 | 1.1 | 1.1 | 0.8 | -14.7 | 1.44
O=C(CSc1ncn[nH]1)Nc1ccccc1-c1ccccc1 | -7.6 | -1.5 | 1 | -0.9 | 1 | 1 | 1 | 1.1 | -12.2 | 1.16
COc1ccc(N2CCN(C3=CC(=O)N(c4cccc(Cl)c4)C3=O)CC2)cc1 | 3.0 | -0.3 | 1 | -2.8 | 1.1 | 1 | 1 | 0.9 | -5.2 | 1.31
CCOC(=O)C1=C(O)/C(=C/c2ccc(OCC(=O)O)c(OC)c2)SC1=Nc1ccc(OCC)cc1 | -19.0 | -0.1 | 1 | -4.1 | 0.9 | 1 | 1 | 1 | -5.4 | 1.22

Continuation:
SMILES | APP 5'UTR act | TNAP inh hi DEA | PMI act | FLuc inhib CS | bIAP activator | FLuc stim CS | TNAP act hiacc | PMI act hi M6P | TNAP inh no acc | NF-kB expr up
NNC(=O)Cn1c(SCc2ccccc2)nc2ccccc21 | -1.2 | -7.1 | 1.1 | 4.5 | 0.9 | 1 | 1.1 | 1.1 | -9.6 | 1.17
Cc1ccccc1CN1CCN(S(=O)(=O)c2cccs2)CC1 | -12.6 | -1.1 | 0.8 | -4.1 | 0.9 | 1 | 1 | 0.8 | -2.7 | 0.83
O=C(NCc1ccccc1)NS(=O)(=O)c1ccccc1Cl | -5.7 | -0.6 | 0.9 | -2.9 | 1 | 1 | 1 | 1 | -8.6 | 1.51
Clc1ccc(OCCCNCc2ccccc2)c(Br)c1 | 14.2 | -1.3 | 0.9 | 1.1 | 0.9 | 1 | 1 | 1 | -9.2 | 1.18
CCOc1ccc(C2C=C(c3ccc(C)cc3)Nc3nnnn32)cc1 (stereo not drawn) | 8.2 | 3.7 | 1.2 | 2.7 | 0.9 | 1 | 1 | 1.2 | -2.0 | 1.04
CC(=O)COc1ccc2c(C)c(C)c(=O)oc2c1 | 4.5 | -2.8 | 1 | -2.6 | 1 | 1 | 1 | 1 | -6.9 | 1.66
Cc1cc(C)nc(SCSc2nc(C)cc(C)n2)n1 | -4.7 | -0.5 | 1 | 1.2 | 1.1 | 1 | 1 | 1 | -6.2 | 1.25

Compound activity: PubChem, several laboratories
